# TRHR PAM – qHTS for Small Molecule Agonists and Allosteric Enhancers of Human TRH Receptor: Primary Screen for Enhancers; Thyrotropin-releasing hormone receptor (Homo sapiens), P34981; enhancement, % at 2 µM; TRHR cells, fluo-8 calcium fluorescence, EC20 TRH enhancement; actives 0.66% (n = 360,000); AID 493056, 2011; in the data active = enhancement above about 30%; also: 0% is about no effect
#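 Enhancer read-out: after compound pinning and an initial kinetic agonist-mode read, an EC20 of TRH (10 nM final) was injected and fluo-8 calcium signal (Ex 480/Em 530) followed at 1 s/cycle for 100 cycles in TRHR-expressing cells.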
# TRHR ag – qHTS for Small Molecule Agonists and Allosteric Enhancers of Human TRH Receptor: Primary Screen for Agonists; AID 493084, 2011; TRHR cells, calcium flux fluo-8, FDSS agonist mode; Thyrotropin-releasing hormone receptor (Homo sapiens), P34981; activation, % at 2 µM; actives 0.18% (n = 360,000); in the data active = activation above about 30%; also: 0% is about no effect
#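 Agonist-mode FDSS calcium read (Ex 480/Em 530, 1 s cycles) in 1536-well TRHR cells with fluo-8 dye, after 10-cycle baseline and 23 nL compound addition; TRH at EC20 (10 nM final) added afterwards for the enhancer phase.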
# D2 potentiator – HTS Assay for Positive Allosteric Modulators of the Human D2 Dopamine Receptor: Primary Screen for Potentiators | potentiation, % at 10 µM | HEK293 T-REx D2, calcium flux, EC20 dopamine potentiation | D(2) dopamine receptor (Homo sapiens), P14416 | actives 0.34% (n = 340,000);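 active = potentiation over 3 SD above the plate norm, cut at about 30% in these data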; also: 0% is about no effect
#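 Cells plated with tetracycline inducer and held overnight at 30 C; calcium dye loaded 30–90 min at room temperature; baseline taken, compound added and read 180 s; EC20 dopamine then added and read 180 s.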
# RXFP1 antag – qHTS Assay for Antagonists of the Relaxin Receptor RXFP1; Relaxin receptor 1 (Homo sapiens), Q9HBX9; actives 0.59% (n = 350,000); HEK293-RXFP1, relaxin-stimulated cAMP HTRF, 30 min; active compounds read low; AID 1259400, 2018; activity change, negative = inhibition, % at 57.5 µM;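 active = activity change of -60% or lower, but not beyond a set lower limit; inconclusive = change between -60% and -40%, or beyond the set limit; inactive = change above -40%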; also: % is scaled to controls: 0 for no effect and ±100 for the full control effect
# D1 PAM – Potentiators of Human D1 Dopamine Receptor: qHTS; HEK293 TREx D1 cells, calcium flux, dopamine EC20 potentiation; potentiation, % at 10 µM; actives 0.036% (n = 360,000); AID 504651, 2011; in the data active = potentiation above about 30%; also: 0% is about no effect
# Target sequence (P21728 whole entry, looked up): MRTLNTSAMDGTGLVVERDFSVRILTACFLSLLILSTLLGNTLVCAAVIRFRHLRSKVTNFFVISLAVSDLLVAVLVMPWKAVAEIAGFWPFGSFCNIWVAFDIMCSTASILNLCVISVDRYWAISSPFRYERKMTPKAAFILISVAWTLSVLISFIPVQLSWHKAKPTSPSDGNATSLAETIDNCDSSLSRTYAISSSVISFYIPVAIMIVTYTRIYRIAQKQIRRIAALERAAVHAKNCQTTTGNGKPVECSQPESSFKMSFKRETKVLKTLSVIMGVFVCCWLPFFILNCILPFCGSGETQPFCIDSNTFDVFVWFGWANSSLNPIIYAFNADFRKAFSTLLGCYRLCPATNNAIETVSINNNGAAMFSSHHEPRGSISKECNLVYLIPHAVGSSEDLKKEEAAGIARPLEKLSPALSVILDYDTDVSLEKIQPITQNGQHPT
# Apoferritin bind – qHTS Assay for Identification of Novel General Anesthetics | apoferritin/1-aminoanthracene competitive binding, fluorescence | Potency, µM (doses to about 77.5 µM), without a hit: at the top dose activity change, negative = displacement, hits mostly inhibitors | actives 0.074% (n = 350,000); also: potency is read from the fitted curve at half-maximal effect; % is scaled to controls: 0 for no effect and ±100 for the full control effect; nearly all actives have a fitted effect of over 20% in size
# Target sequence (P02791 2-175 limits assumed): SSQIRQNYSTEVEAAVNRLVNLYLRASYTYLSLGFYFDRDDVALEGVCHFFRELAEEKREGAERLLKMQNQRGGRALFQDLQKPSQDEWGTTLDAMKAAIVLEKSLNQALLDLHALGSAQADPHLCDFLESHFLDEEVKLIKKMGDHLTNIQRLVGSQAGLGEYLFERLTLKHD
#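 Read-out: endpoint 1-AMA fluorescence, excitation 380 nm and emission 535 nm, after compounds sit 10 min at room temperature with 10 uM horse-spleen apoferritin in 50% saturated 1-AMA/PBS. Values come from four-parameter Hill fits.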
# D1 agonist – Allosteric Agonists of the Human D1 Dopamine Receptor: qHTS. D(1A) dopamine receptor (Homo sapiens), P21728. HEK293 T-REx D1 cells, calcium flux, agonist mode. activation, % at 2 µM. actives 1% (n = 360,000). AID 504660, 2011; in the data active = activation above about 30%; also: 0% is about no effect
#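 Agonism was scored from calcium flux recorded over 180 s (1 read/s) after pintool compound addition, following a 10-cycle baseline. Cells were inducible force-coupled HEK293 TREx D1, plated overnight at 30 C and loaded with no-wash calcium dye.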
# D1 antag – Antagonist of Human D 1 Dopamine Receptor: qHTS; HEK293 TREx D1 cells, calcium flux, dopamine EC80; active compounds read low; activity change, negative = inhibition, % at 10 µM; actives 3.2% (n = 360,000); in the data active = activity change below about -30%; also: % is scaled to controls: 0 for no effect and ±100 for the full control effect
#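 After overnight tetracycline induction at 30 C, force-coupled D1 HEK293 cells took up a no-wash calcium dye at room temperature. Compounds were added and monitored 180 s, and the response to EC80 dopamine was then recorded.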
# RXFP1 ag – qHTS Assay for Agonists of the Relaxin Receptor RXFP1 | Potency, µM (highest dose often 57.5 µM), for inactives: top-dose activation, actives largely listed as activators | actives 0.3% (n = 370,000) | HEK293T-RXFP1 cAMP TR-FRET, 30 min; response scale: percent of porcine relaxin response, buffer zero | Relaxin receptor 1 (Homo sapiens), Q9HBX9; also: potency is read from the fitted curve at half-maximal effect; % is scaled to controls: 0 for no effect and ±100 for the full control effect; nearly all actives have a fitted effect of over 60% in size; many of its hits are not listed in these tables
#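 cAMP rise read by TR-FRET after 30 min, 37C compound exposure (up to 58 uM) in RXFP1-transfected HEK293 cells with Ro 20174 present. EC50 from Hill-equation fits, with 29 nM porcine relaxin as 100% and buffer as basal.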
# * hit, by the source's call; ? = inconclusive; . = no result given. Unless noted, calls follow the shape of the dose curve; as a rule, active = well fitted curve in the direction sought with a large enough effect; inconclusive = small, poorly fitted or top-dose-only effect, or another doubt; inactive = no such curve, though single readings can be large; an effect the other way counts as inactive or inconclusive.
SMILES,TRHR PAM,TRHR ag,D2 potentiator,RXFP1 antag,D1 PAM,Apoferritin bind,D1 agonist,D1 antag,RXFP1 ag
COc1cc2c(cc1NC(=O)CN1CCN(S(=O)(=O)c3ccc(C)cc3)CC1)oc1ccccc12,2,-0.1,-1,-5,1,-17%,0,4,-0.7%
CCOc1ccccc1C(=O)Nc1ccc(S(=O)(=O)Nc2cc(OC)nc(OC)n2)cc1,1,-0.2,1,-2,-6,-9%,2,-10,?
CCOc1ccccc1OCC(=O)Nc1ccc(N2CCOCC2)cc1N1CCOCC1,2,-0.4,-3,-9,-1,.,1,9,0.4%
Cc1nnc(NC(=O)CSc2nc3c([nH]c4ccccc43)c(=O)n2-c2cccc(Cl)c2)s1,14,-0.5,-5,-15,1,-15%,0,-3,3.2%
CCn1nnc(NC(=O)COc2ccc([N+](=O)[O-])cc2)n1,-6,0.0,1,-7,3,0%,2,-1,0.0%
Cc1nc(CC(=O)Nc2cc(Cl)ccc2C)cs1,1,0.1,12,-8,5,1%,-1,3,0.0%
Cc1ccc(NC(=O)C2CCN(C(=O)c3cnn(-c4ccccc4)c3-n3cccc3)CC2)cc1Cl,-12,0.4,-9,.,4,-8%,0,10,0.0%
CC1CCCCC1NC(=O)COC(=O)c1cccn1C (stereo not given),5,-0.4,-6,-2,-5,.,2,-15,0.1%
Cc1ccc(OCCn2c(C)nc3ccccc32)cc1,-12,-1.4,2,-13,-12,-23%,14,-45*,0.2%
COc1ccc(C)cc1NC(=O)CCCN1C(=S)NC(C)(C)CC1C (stereo not given),10,0.4,0,-18,2,-12%,1,10,1.0%
COc1ccccc1-c1cnnc(N/N=C/c2ccc(-c3cccc(Br)c3)o2)n1,-3,0.1,-10,-1,-6,?,-2,17,0.9%
Cc1cccc(-c2nc3c(c(SCC(=O)N4CCCC4)n2)COC(C)(C)C3)c1,4,1.4,-3,-9,1,3%,3,-4,?
Cc1nc(N2CCN(c3ccccn3)CC2)c2c(C)c(C(=O)Nc3ccccc3F)sc2n1,-4,0.0,1,-5,-3,-7%,0,-14,3.7%
COc1ccccc1C(=O)Nc1ccccc1N1CCN(S(C)(=O)=O)CC1,-2,-4.4,.,-8,-7,-18%,18,-37*,-0.7%
Cc1cnc(=O)[nH]c1SCC(=O)Nc1nc2ccccc2s1,1,0.4,18,.,4,-1%,-1,.,6.6%

# Laid out differently: entries from further up.
COc1ccccc1C(=O)Nc1ccccc1N1CCN(S(C)(=O)=O)CC1
  TRHR PAM: -2
  TRHR ag: -4.4
  D2 potentiator: .
  RXFP1 antag: -8
  D1 PAM: -7
  Apoferritin bind: -18%
  D1 agonist: 18
  D1 antag: -37*
  RXFP1 ag: -0.7%
Cc1cnc(=O)[nH]c1SCC(=O)Nc1nc2ccccc2s1
  TRHR PAM: 1
  TRHR ag: 0.4
  D2 potentiator: 18
  RXFP1 antag: .
  D1 PAM: 4
  Apoferritin bind: -1%
  D1 agonist: -1
  D1 antag: .
  RXFP1 ag: 6.6%

# A few values from the results shown:
# `CCOc1ccccc1OCC(=O)Nc1ccc(N2CCOCC2)cc1N1CCOCC1` in RXFP1 ag: 0.4%
# `Cc1nnc(NC(=O)CSc2nc3c([nH]c4ccccc43)c(=O)n2-c2cccc(Cl)c2)s1` in TRHR PAM: 14

# New compounds follow.
SMILES,TRHR PAM,TRHR ag,D2 potentiator,RXFP1 antag,D1 PAM,Apoferritin bind,D1 agonist,D1 antag,RXFP1 ag
CCOC(=O)c1sc(NC(=O)C2CSC3(C)CCC(=O)N23)nc1C (stereo not given),5,0.4,-4,4,-8,.,-1,8,-0.2%
O=P(c1ccccc1)(c1ccccc1)c1cc(S(=O)(=O)O)ccc1O,-3,0.2,7,-8,0,29%,2,-10,7.1%
Cc1cccc(NC(=S)NNC(=O)c2ccccc2OC(F)F)c1,-10,-0.6,-1,3,-4,-14%,5,-40*,-0.9%
COc1ccc(N(C)S(=O)(=O)c2cccc(C(=O)Nc3nnc(C4CC4)s3)c2)cc1,4,-0.3,0,-19,0,-14%,7,-9,-3.6%
COc1cccc(CN2CC(C(=O)N(C)C3CCOCC3)CCC2=O)c1 (stereo not given),-7,0.3,6,7,-3,-10%,4,-3,2.1%
Cc1cc(Cl)c(C(=O)Nc2cccc(C(F)(F)F)c2)c(C)n1,-1,-0.2,-5,-9,-6,18%,4,-9,1.0%
Cc1ccc(CNC(=O)C(=O)NCC(c2ccco2)N2CCOCC2)cc1 (stereo not given),5,0.6,6,-5,-8,-11%,0,-8,-0.9%
O=C1C(=O)N(CCS(=O)(=O)c2ccccc2)c2ccc(Cl)cc21,8,0.2,19,7,-2,-3%,-1,1,0.3%
Cc1ccc2nc(SCc3cn4c(C)cc(C)nc4n3)[nH]c2c1,-2,-0.3,14,.,-8,?,3,3,-0.5%
CC(C)(C)OC(=O)N1Cc2ccccc2C[C@H]1C(=O)O,-6,-0.5,-3,-5,-3,-3%,2,-6,-0.7%
Cc1cccc2c1NC(=O)C2=Nc1ccc(Cl)cc1,-7,0.3,0,4,-3,-17%,0,7,0.9%
Clc1ccc(CNc2cc(-c3ccccc3)nc3nncn23)cc1,4,0.8,6,.,-2,-19%,4,17,13%
Cc1cccc(-c2noc(CCC(=O)NC3CCCCC3)n2)c1,-6,1.9,5,8,-6,-4%,7,-17,-0.7%
C#CCSc1nnc(-c2ccc(C)cc2)o1,-1,0.2,3,-2,-3,4%,1,-6,-0.5%
CCN(CC)S(=O)(=O)c1ccc(=O)n(CC(=O)N2Cc3ccccc3CC2C(N)=O)c1 (stereo not given),-2,0.8,-7,1,-4,.,4,7,4.6%

# The final 3 compounds of the section above come first, to join the parts:
SMILES,TRHR PAM,TRHR ag,D2 potentiator,RXFP1 antag,D1 PAM,Apoferritin bind,D1 agonist,D1 antag,RXFP1 ag
Cc1cccc(-c2noc(CCC(=O)NC3CCCCC3)n2)c1,-6,1.9,5,8,-6,-4%,7,-17,-0.7%
C#CCSc1nnc(-c2ccc(C)cc2)o1,-1,0.2,3,-2,-3,4%,1,-6,-0.5%
CCN(CC)S(=O)(=O)c1ccc(=O)n(CC(=O)N2Cc3ccccc3CC2C(N)=O)c1 (stereo not given),-2,0.8,-7,1,-4,.,4,7,4.6%
Cc1cc(C)n2nc(NCc3ccccc3)nc2n1,3,-0.1,4,-5,-6,-11%,1,-2,2.5%
O=C(O)c1ccc(Nc2ccc(F)c(F)c2)c([N+](=O)[O-])c1,-14,0.9,1,-14,6,3%,2,-29,0.5%
COCCNC(=O)C(c1ccco1)N(C(=O)Cn1nnc2ccccc21)c1cc(C)ccc1C (stereo not given),5,-0.7,-17,1,0,-11%,1,10,1.1%
COc1ccccc1N(CC(=O)NCCSC(C)(C)C)S(C)(=O)=O,3,0.1,.,-28,-8,-10%,3,-2,2.0%
Cc1[nH]nc(SCC(=O)N2CCOCC2)c1[N+](=O)[O-],3,0.4,-7,2,-8,-8%,4,-10,0.1%
CCOc1ccc(Cl)cc1S(=O)(=O)n1cnc2ccccc21,-1,0.1,-2,2,-2,-12%,0,-2,1.8%
Cc1cc(C)cc(NC(=O)c2cc(=O)c3ccccc3o2)c1,-8,-1.8,.,7,-4,-6%,8,2,-0.4%
CCN(CC)C(=O)/C(=C/c1cn(S(=O)(=O)N(C)C)c2ccccc12)NC(=O)c1ccc(OC)cc1,0,-1.1,2,-8,-5,-13%,3,5,0.3%
OC(COc1cccc(OCC(O)CN2CCCC2)c1)CN1CCCC1 (stereo not given),-2,0.1,14,-23,-4,-9%,2,19,3.3%
Cc1cccc(C(=O)N[C@H](C(=O)NCCc2ccc(S(N)(=O)=O)cc2)C(C)C)c1,-3,0.4,-7,-2,-5,2%,0,-6,-0.3%
CCOc1ccccc1NC(=O)N1C2CCCC1CC(NC(=O)C1CC1)C2 (stereo not given),0,0.0,-3,-13,2,2%,3,5,0.1%
CCOc1ccc(C(=O)NCC(=O)NC(C)CCc2ccccc2)cc1OCC (stereo not given),-2,-1.7,13,-4,-2,-21%,2,-10,0.5%
CC(C)CCNC(=O)Nc1cc(C(=O)NCc2cccc(F)c2)ccc1N1CCCC1,-4,-1.5,-7,-11,0,-11%,3,-6,0.7%
COc1ccccc1N1CCN(C(=O)CSc2nc3ccccc3c(=O)n2CC2CCCO2)CC1 (stereo not given),-6,-0.6,-7,6,-3,-16%,0,-10,0.0%

# Limited to D1 agonist, RXFP1 antag and D1 antag, for some of the entries so far:
molecule,D1 agonist,RXFP1 antag,D1 antag
CC(C)CCNC(=O)Nc1cc(C(=O)NCc2cccc(F)c2)ccc1N1CCCC1,3,-11,-6
CCOc1ccc(C(=O)NCC(=O)NC(C)CCc2ccccc2)cc1OCC (stereo not given),2,-4,-10

# Some of the compounds tested; rates above refer to the full screens.
